Anthrax LF prot – blocks Bacillus anthracis lethal factor protease; P15917; multiplex microsphere protease cleavage assay, LF; inhibition, % at 10 µM; actives 0.12% (n = 360,000); further: plate controls were buffer without enzyme for full effect and enzyme alone for no effect
BoNT A protease – inhibitors of Botulinum neurotoxin A light chain protease. multiplex microsphere protease substrate cleavage, flow cytometry. inhibition, % at 10 µM. actives 0.17% (n = 360,000). AID 588499; further: plate controls were buffer without enzyme for full effect and enzyme alone for no effect
GDH-TPI counter – counter-screen for M. tuberculosis FBA inhibitors: GDH-TPI coupled enzymes | GDH-TPI coupled enzyme counterscreen, NADH absorbance | inhibition, % at 4.8 µM | actives 1.2% (n = 360,000) | AID 588335; in the data active means inhibition above about 30%;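 further: 0% = DMSO wells and 100% = wells lacking the enzyme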
FadD28 FP inh – inhibitors of Mycobacterium tuberculosis FadD28 bisubstrate binding | inhibition, % at 12.5 µM | actives 0.22% (n = 360,000) | FadD28 bisubstrate probe binding, fluorescence polarization; in the data active means inhibition above about 8.5%, passing the limit was not always enough; inconclusive means no clear call, values can overlap the other calls
BoNT F protease – BoNT F light chain protease inhibition; Multiplex microsphere protease cleavage assay, flow cytometry; inhibition, % at 10 µM; actives 0.22% (n = 360,000); AID 588497; in the data active means inhibition above about 35%, passing the limit was not always enough; inconclusive means no clear call, values can overlap the other calls; further: plate controls were buffer without enzyme for full effect and enzyme alone for no effect
Mtb BioA inh – inhibitors of Mycobacterium tuberculosis BioA enzyme; purified M. tuberculosis BioA enzyme, plate reader; inhibition, % at 9.99 µM; actives 0.096% (n = 360,000); AID 602481; in the data active means inhibition above about 40%; inconclusive means no clear call, values can overlap the other calls
PfHsp40 yeast – restores yeast growth despite PfHsp40 toxicity. S. cerevisiae expressing PfHsp40, growth rescue, ATP luminescence. growth rescue, % at 12.5 µM. actives 0.68% (n = 340,000); in the data active means growth rescue above about 28%, passing the limit was not always enough; inconclusive means no clear call, values can overlap the other calls;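 further: yeast W303a lacking pdr1 and pdr3 grown in galactose medium; growth measured after three days at 30 °C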
FBA Mtb inh – inhibits M. tuberculosis FBA enzyme; inhibition, % at 1 µM; AID 588726; P9WQA3; purified M. tuberculosis FBA, fluorescence read-out; actives 2.3% (n = 360,000); in the data active means inhibition above about 27%;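 further: 0% = vehicle and 100% = reference inhibitor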
Target sequence (P9WQA3 whole entry, looked up): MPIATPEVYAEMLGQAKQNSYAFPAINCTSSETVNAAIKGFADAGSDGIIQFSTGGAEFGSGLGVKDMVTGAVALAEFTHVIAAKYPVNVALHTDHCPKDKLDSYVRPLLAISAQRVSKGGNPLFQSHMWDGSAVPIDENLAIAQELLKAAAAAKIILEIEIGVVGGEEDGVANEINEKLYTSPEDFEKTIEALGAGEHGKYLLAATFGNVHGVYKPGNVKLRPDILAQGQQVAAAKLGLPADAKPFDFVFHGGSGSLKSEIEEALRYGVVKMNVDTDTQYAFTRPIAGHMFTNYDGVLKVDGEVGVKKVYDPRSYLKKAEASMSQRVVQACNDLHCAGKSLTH
UGM FP inh – Mtb UDP-galactopyranose mutase inhibition. inhibition, % at 10 µM. purified UGM, fluorescence polarization probe displacement. actives 0.06% (n = 320,000); in the data active means inhibition above about 10%, passing the limit was not always enough; inconclusive means no clear call, values can overlap the other calls
Target sequence (P9WIQ1 whole entry, looked up): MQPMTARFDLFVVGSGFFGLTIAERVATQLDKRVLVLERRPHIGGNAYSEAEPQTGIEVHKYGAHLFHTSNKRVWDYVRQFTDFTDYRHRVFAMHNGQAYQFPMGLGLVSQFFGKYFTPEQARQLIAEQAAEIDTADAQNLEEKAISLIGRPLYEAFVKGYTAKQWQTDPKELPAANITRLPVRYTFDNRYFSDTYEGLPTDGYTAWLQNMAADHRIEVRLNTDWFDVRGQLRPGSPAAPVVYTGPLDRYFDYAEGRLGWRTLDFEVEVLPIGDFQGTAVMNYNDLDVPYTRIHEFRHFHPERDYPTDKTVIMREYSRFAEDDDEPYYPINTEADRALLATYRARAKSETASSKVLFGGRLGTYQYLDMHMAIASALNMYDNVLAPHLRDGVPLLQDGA
An asterisk follows results filed as active; u = inconclusive; x = not tested or not shown; + = active, no number. Unless noted, no stated cut-off is given here; in the data, active means inhibition above about 30%; inconclusive means no clear call, values can overlap the other calls; inactive means below that.

SMILES	Anthrax LF prot	BoNT A protease	GDH-TPI counter	FadD28 FP inh	BoNT F protease	Mtb BioA inh	PfHsp40 yeast	FBA Mtb inh	UGM FP inh
C/C(=N/N1CCN(Cc2cccc3ccccc23)CC1)c1cccnc1	-4	-0.6	7	-0.6	-4	0.5	6.1	-1	3.6
O=C(CCN1C(=O)c2ccccc2C1=O)N1CCC(c2ccccc2)C1 (configuration not stated)	-4	-0.4	-4	-3.0	-2	0.4	-0.3	19	0.4
CC[C@H](C)[C@@H](CN[C@H](CCCCNC)CNC)NCC1CCCC1	-4	-1.0	-9	-2.2	-8	-0.4	-2.2	1	0.1
O=S(=O)(c1ccc(Oc2ccccc2)cc1)N1CCOCC1	-5	-1.9	-3	2.2	-13	-0.4	0.3	3	-1.9
CCOC(=O)Cc1c[nH]c2ccc([N+](=O)[O-])cc12	0	-0.4	17	-2.4	-3	1.4	0.1	-1	x
CS(=O)(=O)Nc1ccc(-c2cnc3cccnn23)cc1	-4	-0.2	14	-1.1	-7	-3.6	x	7	x
Cc1ccc2[nH]c(=O)c(COC(=O)C3CCCO3)cc2c1 (configuration not stated)	1	0.2	18	-0.3	-19	0.5	0.4	0	-0.5
CCN(CC)S(=O)(=O)c1ccc(NC(=O)CN(c2ccc(OC)cc2OC)S(C)(=O)=O)cc1	-1	0.8	-7	-2.3	-1	-0.4	0.0	1	-4.0
O=C(CCN1CCOCC1)NC12CC3CC(CC(C3)C1)C2	-15	-6.6	-2	0.1	2	-1.5	1.6	-1	2.5
O=C(c1cccc(S(=O)(=O)N2CCN(c3ccc(F)cc3)CC2)c1)N1CCN(c2ccccc2O)CC1	-2	-2.3	1	-0.3	-9	-3.5	0.2	2	x
CC(OC(=O)CC1CCCCC1)C(=O)Nc1ccc(F)cc1 (configuration not stated)	-2	-0.4	4	-1.6	0	-0.9	-0.7	-2	4.2
Cn1c(SCc2nnc(-c3ccccc3)o2)nc2ccccc21	2	4.2	-3	-1.5	1	x	0.1	-2	-0.6
COC(=O)CCc1c(C)c(C(=O)c2ccco2)c2ccccn12	-16	-4.0	-1	-2.3	-53	0.3	-0.6	-1	1.7
COc1ccc(S(=O)(=O)N2CCC(N3CCN(Cc4ccccc4)CC3)CC2)cc1	0	0.7	-13	-3.9	-2	x	-0.7	-5	-2.5
Cc1cc(SC#N)cc(C)c1NC(=O)CCl	-2	-0.1	-5	-4.7	6	x	17	-7	-5.0
COc1cccc(NC(=O)CSc2nc3c(c(=O)n2C)SC(C)C3)c1 (configuration not stated)	0	0.0	6	-4.5	-7	9.1	-1.0	-2	0.8
CC1CCCCN1C(=O)CSc1nnc(Cc2ccccc2)n1C (configuration not stated)	-2	0.3	2	0.2	-7	-1.7	-1.4	-6	-0.6
CCn1cc(C(=O)N2CCCC2)c(=O)c2cc(S(=O)(=O)N(C)C)ccc21	-8	0.0	26	-1.8	-6	3.6	-1.3	4	-0.1
O=c1c(-c2ccc(O)cc2)coc2cc(O)cc(O)c12	0	0.0	5	-2.6	-7	-1.2	-0.5	1	-0.2
CC[n+]1c(/C=C2/C=C(C)CC(C)(C)C2)sc2ccc(OC)cc21	-33	2.9	-1	-1.6	-72	-0.1	-1.0	0	0.6
Nc1nnc(C(c2ccccc2)c2ccccc2)s1	-4	-0.5	1	-1.1	3	-2.0	1.3	5	0.3
O=C(NCCCn1ccnc1)C(=O)NCC(c1cccnc1)N1CCN(c2ccccc2)CC1 (configuration not stated)	-9	-0.2	-5	-2.8	-5	-1.9	1.9	6	-2.1
COc1ccc(/C=C/C(=O)c2ccoc2)cc1	-1	0.1	38*	1.0	-1	-0.7	u	1	1.2
CC(NCC(O)COc1ccccc1)C1COc2ccccc2O1 (configuration not stated)	-1	-1.8	-6	-4.2	u	0.7	-0.4	2	0.0
COc1ccc(CCN2Cc3c(N)cccc3C2=O)cc1OC	2	0.0	0	0.0	-12	-0.3	-0.3	4	1.0

Reprinted from the part before: four compounds, then new ones.
SMILES	Anthrax LF prot	BoNT A protease	GDH-TPI counter	FadD28 FP inh	BoNT F protease	Mtb BioA inh	PfHsp40 yeast	FBA Mtb inh	UGM FP inh
O=C(NCCCn1ccnc1)C(=O)NCC(c1cccnc1)N1CCN(c2ccccc2)CC1 (configuration not stated)	-9	-0.2	-5	-2.8	-5	-1.9	1.9	6	-2.1
COc1ccc(/C=C/C(=O)c2ccoc2)cc1	-1	0.1	38*	1.0	-1	-0.7	u	1	1.2
CC(NCC(O)COc1ccccc1)C1COc2ccccc2O1 (configuration not stated)	-1	-1.8	-6	-4.2	u	0.7	-0.4	2	0.0
COc1ccc(CCN2Cc3c(N)cccc3C2=O)cc1OC	2	0.0	0	0.0	-12	-0.3	-0.3	4	1.0
Cc1cc(C)cc(Nc2ccc(C(=O)O)cc2N)c1	-2	-0.1	-3	-1.5	-1	11	-1.1	118*	0.2
CCOc1cc(C)ccc1OCc1nnc(SCC(=O)c2cccc([N+](=O)[O-])c2)n1C	-4	0.2	-1	-3.9	4	-0.3	-1.4	-1	3.6
COc1ccccc1NC(=O)/C(=C/c1cccc([N+](=O)[O-])c1)c1ccccc1	2	-0.6	9	2.2	-7	-0.4	0.0	2	2.0
CCOc1ccc(-c2c(C(=O)N/N=C/c3ccc(OC(C)C)cc3)nnn2-c2nonc2N)cc1	2	-0.3	12	-6.5	0	0.3	0.3	-1	2.0
CCc1nnc2c(NCCc3ccccc3)nc3ccccc3n12	-4	-4.8	-4	-1.4	0	-0.6	-0.8	0	4.3
CCC(C(=O)O)n1nnc(-c2ccc(-c3ccc(OC)cc3)cc2)n1 (configuration not stated)	-2	-0.4	8	-0.5	0	x	-1.4	12	-0.3
CN(Cc1ccccc1)S(=O)(=O)c1ccc(NC(=S)NC(=O)C2CCCC2)cc1	-10	-3.3	12	0.0	-38	x	0.6	2	0.2
Cc1ccc(COc2ccc(CNCCCN3CCCCCC3=O)cc2)cc1	0	-0.7	7	-4.8	-11	0.1	-1.0	-3	-1.8
O=c1[nH]c(CSc2ncnc3sc(-c4ccccc4)cc23)nc2ccccc12	-1	1.3	8	-0.8	1	-1.7	0.8	0	-0.8
Cn1nc(C(C)(C)C)c([N+](=O)[O-])c1C(N)=O	17	0.9	5	-3.7	u	0.2	-1.3	2	2.7
CNC(=S)N(C)CCc1cc2c(c(OC)c1/C=C1/C(=O)NC(=O)N(C)C1=O)OCO2	-9	0.1	-2	-4.5	-2	x	-0.8	2	-1.0
C/C(=N\N=C(N)N)c1ccc(C)c(C)c1	-4	-0.4	-7	-4.1	-4	x	0.1	-1	2.2
CCOC(=O)c1c(NC(=O)C2CC2)sc(C)c1CC	0	0.5	-6	-3.7	-1	x	-0.9	3	0.1
CN(Cc1ccc(Br)s1)C(=O)CNC(=O)c1ccc2c(c1)OCO2	0	4.4	3	-3.5	0	-0.7	2.4	3	-1.7
Cc1ccc(NC(=O)CS(=O)CC(=O)N(CC(=O)NC2CCCC2)c2ccc3c(c2)OCCO3)cc1 (configuration not stated)	0	-0.5	7	-1.0	0	x	-1.3	4	1.2
Clc1ccc(Oc2cnc3ccccc3n2)cc1	-3	-2.2	10	-0.9	-4	-0.7	1.5	0	3.3
COc1ccccc1NS(=O)(=O)c1ccc(C)c(NC(=O)NC2CCCCC2)c1	2	-0.5	5	-0.8	-2	x	0.2	3	-2.0
CCOc1cc(N2CCOCC2)c(OCC)cc1NC(=O)COC(=O)c1ccccc1OC(F)F	3	1.3	3	0.0	3	-1.9	0.8	2	x
Cc1ccc(Oc2ccc(N)cc2)cc1	-2	0.1	6	-2.3	-16	0.8	-0.6	-7	-1.6
NC(=O)c1ccc(-n2nc(C(F)(F)F)c3c2CCCC3)cc1	-1	0.3	-4	-3.3	-5	x	-0.1	1	0.7
NC(=O)c1ccsc1NC(=O)Cc1ccc([N+](=O)[O-])cc1	-3	0.1	-5	-2.2	-5	-1.5	0.1	-2	-3.3
Cc1cc2cc(CN(Cc3cccs3)C(=S)NCc3ccco3)c(=O)[nH]c2cc1C	-1	-0.7	-1	-14	-4	-0.1	0.7	-3	-0.1
CCc1nc(N(CC)CC)c2oc3ccccc3c2n1	-6	-0.9	13	-2.2	-2	-3.0	-1.8	1	1.5
CCOc1ccc(N(CC)C(=O)CCNC(=O)Cn2ccc3ccccc3c2=O)cc1	-20	-0.6	9	-3.0	-16	-2.0	-0.1	5	-1.0
CN(C)S(=O)(=O)c1ccc(N2CCCC2)c(C(=O)Nc2nc3ccccc3s2)c1	2	0.7	10	-0.5	9	-0.4	0.0	0	1.8
The listing continues:
SMILES	Anthrax LF prot	BoNT A protease	GDH-TPI counter	FadD28 FP inh	BoNT F protease	Mtb BioA inh	PfHsp40 yeast	FBA Mtb inh	UGM FP inh
CC(NC(=O)C1CCC(C)(C(=O)O)C1(C)C)c1ccccc1 (configuration not stated)	-7	-3.1	4	1.4	-14	0.1	0.2	2	-1.5
CC(C)OC(=O)C1=C(N)N2C(=O)CSC2=C(C(=O)OC(C)C)C1	0	0.6	0	1.4	-5	0.3	-0.6	7	-0.4
c1ccc(-c2nn3nnnc3c3ccccc23)cc1	-2	-0.3	-3	-2.9	-9	0.1	3.9	-1	0.3
CCOC(=O)N1CCC(=NNC(=O)COc2ccc(OC)cc2)CC1	-2	-0.2	6	-0.1	-1	x	-0.2	1	0.3
O=C(O)c1cccc(N2C(=O)c3cc4cccc(Br)c4cc3C2=O)c1	14	-1.2	7	-1.7	-28	-1.3	-0.1	3	0.6
O=C(CSc1ccc(-c2ccccc2)nn1)c1cccs1	-6	7.9	4	-1.6	34	x	-1.9	-2	-0.7
O=C1C=CC2C3C(=O)N(c4ccccc4)C(=O)C3C1N2Cc1ccccc1 (configuration not stated)	-4	0.1	5	-4.2	-7	x	-2.3	-2	x
CC1(C(=O)NS(=O)(=O)C2CC2)CCN(C(=O)c2cc3ccccc3s2)C1 (configuration not stated)	-2	-0.2	8	-1.4	4	1.1	x	2	x
CCCn1c(C2CCCN2c2nc(-c3cccc(Br)c3)cs2)nc2ccccc21 (configuration not stated)	2	-0.7	11	-2.2	1	-0.4	2.1	0	1.0
CCc1ccc(OCCOCC(O)CN(CCO)CCO)cc1 (configuration not stated)	-4	-0.4	-7	-2.0	-1	x	1.4	-2	0.8
Cn1c(SCC(=O)NCc2cccs2)nnc1-c1ccco1	-2	0.9	0	-0.2	5	-0.9	-0.2	0	-1.3
CC1(C)Cc2c(sc(NC(=O)Nc3ccccc3)c2C(N)=O)CO1	9	-0.3	-6	-3.2	-20	1.2	0.9	-2	-0.7
CC(C)CC(NC(=O)C1CCCN1C(=O)CNC(=O)OCc1ccccc1)C(=O)O (configuration not stated)	-11	1.7	5	-1.4	14	0.2	-0.2	0	1.7
Oc1ccc(C[C@H]2CNC(=S)N2CC2CCCN2C[C@H](Cc2ccc(O)cc2)N2C[C@H](Cc3ccccc3)N(CCc3ccccc3)C2=S)cc1 (some centres not stated)	-3	0.1	7	-5.9	3	-0.3	0.6	0	x
COc1ccc(-c2ccc(SCC(=O)Nc3nccs3)nn2)cc1OC	6	-0.7	21	-2.0	0	x	0.3	-7	0.8
O=Cc1ccc(-c2cccs2)s1	-5	0.8	28	-0.5	-9	x	-0.4	+	x
Cc1ccc(NC(=O)CCc2nnc3ccc(N4CCC5(CC4)OCCO5)nn23)nc1	2	2.5	10	0.6	5	-3.7	-0.2	6	0.0
COC(=O)[C@@H](CC(C)C)NS(=O)(=O)N(Cc1ccccc1)[C@@H](CC(C)C)C(=O)OC	3	-0.1	8	-2.8	-4	2.2	7.9	-1	-1.8
COc1ccc(S(N)(=O)=O)cc1C(=O)OCC(=O)N1CC(=O)Nc2ccccc21	-26	-95	-1	-0.7	-157	-1.7	1.1	-1	x

Reformatted with bars between the fields: part of the list above.
Molecule | Anthrax LF prot | BoNT A protease | GDH-TPI counter | FadD28 FP inh | BoNT F protease | Mtb BioA inh | PfHsp40 yeast | FBA Mtb inh | UGM FP inh
c1ccc(-c2nn3nnnc3c3ccccc23)cc1 | -2 | -0.3 | -3 | -2.9 | -9 | 0.1 | 3.9 | -1 | 0.3
CCOC(=O)N1CCC(=NNC(=O)COc2ccc(OC)cc2)CC1 | -2 | -0.2 | 6 | -0.1 | -1 | x | -0.2 | 1 | 0.3

Rows are unselected; about 4.7% have a hit in one of these screens.
